Assay outcomes deposited in PubChem by several laboratories.
IEC-6 tox = cytotoxicity in IEC-6 intestinal epithelial cells, primary screen, cytotoxicity control for KLF5 inhibitor project, cell-based, luminescence; IEC-6 cytotoxicity, luminescence viability; inhibition, % at 5 µM; actives 0.78% (n = 290,000); AID 1825, 2009; in the data active = inhibition above about 22%;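 note: 0% = plate median of test compound wells and 100% = cytotoxic reference compound wells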
HSF1 inh = HSF1 inhibitors in luciferase reporter cells, primary screen, cell-based, NIH3T3, luminescence. activity change, negative = inhibition, % at 7.5 µM (by protocol). NIH3T3-HGL HSE-luciferase, MG132-induced, luminescence 8 h; stronger effect = lower value. actives 0.77% (n = 300,000). AID 2098, 2009;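 active = more than half of replicate wells show activity change below -50%, luminescence cut by over half; inconclusive = some wells, but at most half, below -50%; inactive = no replicate well below -50%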;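 note: luciferase reports HSF-1 transcriptional activity via heat shock element; 0% = median of DMSO wells and -100% = zero luminescence signal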
HDAC3 inhib = HDAC3 deacetylase inhibitors, primary screen, biochemical, fluorescence, cell-free homogeneous. Histone deacetylase 3 (Homo sapiens), O15379. recombinant HDAC3, fluorogenic peptide/trypsin coupled. inhibition, % at 8.3 µM. actives 0.15% (n = 320,000). AID 2718, 2010; in the data active = inhibition above about 26%, passing the limit was not always enough; inconclusive = no clear call, values can overlap the other calls
Target sequence (O15379 whole entry, looked up): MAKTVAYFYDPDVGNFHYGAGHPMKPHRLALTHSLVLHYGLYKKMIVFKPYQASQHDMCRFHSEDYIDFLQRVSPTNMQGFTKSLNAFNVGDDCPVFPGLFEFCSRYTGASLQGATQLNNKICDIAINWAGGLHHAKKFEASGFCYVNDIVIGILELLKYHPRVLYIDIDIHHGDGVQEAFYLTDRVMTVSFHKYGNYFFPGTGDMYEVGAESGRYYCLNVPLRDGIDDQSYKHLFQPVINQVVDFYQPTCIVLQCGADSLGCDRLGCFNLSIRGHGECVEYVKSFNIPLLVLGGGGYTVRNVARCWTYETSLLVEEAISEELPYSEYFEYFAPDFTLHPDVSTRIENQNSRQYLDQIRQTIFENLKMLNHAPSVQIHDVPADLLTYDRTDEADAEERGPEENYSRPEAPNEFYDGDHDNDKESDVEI
KLF5 inhibitor = KLF5 expression inhibitors, primary screen, DLD-1 cells, luminescence | actives 0.23% (n = 290,000) | DLD-1 KLF5 promoter-luciferase reporter | AID 1700, 2009 | inhibition, % at 5 µM;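 active = inhibition above a per-plate limit of that plate's mean compound inhibition plus 3 SD, cut at about 60% in these data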;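 note: 0% = DMSO wells and 100% = LY294002 at 200 µM; higher means less KLF5 promoter-driven luciferase light; inactives centre near -14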
aSyn 5UTR inh = MLPCN primary screen, SNCA 5' untranslated region; AID 1813, 2009; alpha-synuclein 5'UTR reporter, inhibitor activity; actives 0.82% (n = 300,000); inhibition, % (tested at 7.5 µM); in the data active = inhibition above about 60%; inconclusive = no clear call, values can overlap the other calls;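 note: H4 neuroglioblastoma cells stably carrying SNCA 5'UTR luciferase fusion; 0% = DMSO wells and 100% = positive control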
HSF-1 act = HSF-1 activators, primary screen, NIH3T3-HGL cells, MG132 stress, luminescence, single point | activation, % at 9 µM | actives 1.7% (n = 300,000) | AID 504408, 2011 | NIH3T3-HGL HSF-1 luciferase reporter, 8 h; 100% = twice DMSO control signal;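 active = mean replicate activation of at least 50% with a set share of replicates each reaching 50%; inconclusive = only one of those two conditions met; inactive = mean below 50% and too few replicates reaching it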;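 note: 0% = median of the neutral control wells and 100% = twice that signal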
Platelet DG rel = inhibitors of platelet dense granule secretion, primary screen, cell-based, MLPCN, human platelets. actives 0.22% (n = 300,000). human platelet-rich plasma, SFLLRN dense granule ATP release, luminescence. inhibition, %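 (compounds screened at 7.5 µM in platelet-rich plasma)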;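 active = mean replicate score, as percent of positive control, at or above 50; inconclusive = mean below 50 but at least one replicate at or above 50; inactive = mean and every replicate below 50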
HIF act = HIF pathway transcriptional activators, primary screen, cell-based, U2OS HRE-luciferase, luminescence | activation, % at 7.5 µM (by protocol) | U2OS HRE-luciferase reporter; normalized: DMSO 0%, desferrioxamine 100% | AID 1910, 2009 | actives 0.32% (n = 300,000);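 active = mean activation of at least 10% of the iron chelator positive control signal, with at least half of replicates also reaching 10%; inconclusive = mean and replicate majority disagree about reaching 10%; inactive = mean and most replicates under 10%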
AI-2 QS mod = Vibrio harveyi AI-2 quorum sensing modulators, primary screen, JMH597 strain, luminescence/OD600 ratio | activity change, % at 7.5 µM | Vibrio harveyi JMH597 AI-2 luminescence/OD600 ratio, 9 h; stronger effect = lower value; strain lacks LuxN and CqsS sensors; 0 = neutral-control median | actives 0.4% (n = 300,000) | AID 2094, 2009; in the data active = activity change below about -75%, passing the limit was not always enough; inconclusive = no clear call, values can overlap the other calls;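 note: luminescence divided by OD600 gain over 9 h not by final OD600 alone; inactives centre near 13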
HSP90 inh = HSP90 inhibitors, primary screen, cell lysate, luminescence. Heat shock protein HSP 90 (rabbit reticulocyte lysate; luciferase refolding). Rabbit reticulocyte lysate, luciferase refolding luminescence, 3 h. inhibition, % at 5.6 µM. actives 0.91% (n = 290,000). AID 1789, 2009;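 active = inhibition above the screen-wide mean plus 3 SD, computed separately per campaign, cut at about 16% in these data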;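 note: 0% = DMSO wells and 100% = 60 µM geldanamycin wells; inhibitors lower the luminescence because luciferase stays unfolded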
* = called active by the depositor; ? = inconclusive; nt = no result given.

1) COc1cc(OC)c(OC)cc1/C=N/NC(=O)CCc1c(C)n[nH]c1C
2) Cc1ccc(C2=NN3C(=O)c4ccccc4C3C2)cc1 (stereo unspecified)
3) COc1ccc2nc(NC(=O)C3CSC4(C)CCC(=O)N34)sc2c1 (stereo unspecified)
4) CN(C)C(=O)CSc1nc2ccccc2n1CC(=O)N1CCN(c2ccccc2)CC1
5) Cc1ccc(CNC(=O)c2ccc(OCC(C)C)cc2)n1C

Screen / compound no.	1	2	3	4	5
IEC-6 tox	-3	2	nt	-1	2
HSF1 inh	-17	9	4	-1	-4
HDAC3 inhib	-2	4	-2	2	0
KLF5 inhibitor	0	-102	nt	-57	-20
aSyn 5UTR inh	-4	-170	-26	2	10
HSF-1 act	-12	24	16	-12	0
Platelet DG rel	-2	1	4	6	2
HIF act	-0.2	3.8	1.2	-0.2	1.4
AI-2 QS mod	8	19	20	10	33
HSP90 inh	1	0	nt	-7	1

6) CCCOc1cccc(-c2cc(C(=O)NN)c3ccccc3n2)c1
7) C=CCNC(=S)Nc1ccc(Cl)cc1F
8) CN(C)CCCN(C(=O)c1ccc2c(c1)CCCC2)c1nc2ccc(F)cc2s1
9) CC(=O)N1CCN(S(=O)(=O)c2cccc(C(=O)Nc3ccccc3N3CCCC3)c2)CC1
10) Cc1c(C(=O)N2CCCCC2)sc(NC(=O)C(C)C)c1C#N

Screen / compound no.	6	7	8	9	10
IEC-6 tox	7	0	0	nt	0
HSF1 inh	-11	-4	-28	-8	8
HDAC3 inhib	0	-2	-1	-3	-3
KLF5 inhibitor	-20	-3	-14	nt	-36
aSyn 5UTR inh	-38	-6	-157	12	18
HSF-1 act	9	6	-27	11	4
Platelet DG rel	3	2	-9	5	0
HIF act	-0.1	0.8	1.7	0.1	-0.3
AI-2 QS mod	22	17	-13	32	27
HSP90 inh	4	3	0	nt	-1

11) Cc1ccc(OC(C)C(=O)Nc2ccc3c(c2)n(C)c(=O)n3C)c(C)c1 (stereo unspecified)
12) CCCn1nc(C(=O)NNC(=O)CCOc2ccccc2OCC)c2ccccc2c1=O
13) Cc1ccc(Oc2cc(C)nc(-c3ccccc3O)n2)cc1
14) Cc1cc(C)n2c(Nc3ccc4c(c3)OCCO4)c(-c3ccccc3)nc2n1
15) Cc1sc(-n2c(C)cc(/C=N/n3cnnc3)c2C)c(C#N)c1C

Screen / compound no.	11	12	13	14	15
IEC-6 tox	2	nt	8	-1	2
HSF1 inh	0	5	-6	6	1
HDAC3 inhib	-3	-1	2	-6	2
KLF5 inhibitor	-27	nt	-6	-17	-10
aSyn 5UTR inh	0	9	-69	-52	-8
HSF-1 act	-3	3	3	34	12
Platelet DG rel	12	0	-4	-1	7
HIF act	0.6	0.6	-0.7	3.6	-0.4
AI-2 QS mod	23	2	4	4	11
HSP90 inh	3	nt	1	-3	-1

Continued; it opens with the 4 that closed the last part.
12) CCCn1nc(C(=O)NNC(=O)CCOc2ccccc2OCC)c2ccccc2c1=O
13) Cc1ccc(Oc2cc(C)nc(-c3ccccc3O)n2)cc1
14) Cc1cc(C)n2c(Nc3ccc4c(c3)OCCO4)c(-c3ccccc3)nc2n1
15) Cc1sc(-n2c(C)cc(/C=N/n3cnnc3)c2C)c(C#N)c1C
16) CN(CC(=O)Nc1ccc(Cl)cc1)C(=O)CNC(=O)c1ccc2c(c1)OCO2
17) CC1CCCC(NC(=O)CCNS(=O)(=O)c2ccc(Br)cc2)C1C (stereo unspecified)
18) CCCn1c2c(c(=N)c3c1CCC3)CCC2
19) Cc1c(C(=O)NCC2CCCO2)oc2ccc3c(c12)C(=O)CC(C)(C)O3 (stereo unspecified)
20) Nc1ccc(NC(=O)NC2CCCCC2)cc1[N+](=O)[O-]

Screen / compound no.	12	13	14	15	16	17	18	19	20
IEC-6 tox	nt	8	-1	2	nt	4	-1	6	-2
HSF1 inh	5	-6	6	1	-1	-33	-5	15	6
HDAC3 inhib	-1	2	-6	2	-3	4	0	-10	-2
KLF5 inhibitor	nt	-6	-17	-10	nt	-18	-27	-113	-51
aSyn 5UTR inh	9	-69	-52	-8	-9	23	-12	-44	-161
HSF-1 act	3	3	34	12	4	-48	-8	28	22
Platelet DG rel	0	-4	-1	7	3	1	7	-9	-2
HIF act	0.6	-0.7	3.6	-0.4	1.6	0.2	0.2	0.7	4.5
AI-2 QS mod	2	4	4	11	15	26	4	9	6
HSP90 inh	nt	1	-3	-1	nt	2	-1	7	1

21) COc1ccc(N/C=C/C(=O)c2ccccc2)cc1
22) O=C(Nc1ccc(Br)cc1)C1CCCC1
23) CC1CCCCC1NC(=O)CN1CCC(NC(=O)c2ccc([N+](=O)[O-])cc2)CC1 (stereo unspecified)
24) O=C1CN(C(=O)NCCC(=O)NC2CCCCC2)c2ccccc2N1
25) O=C(CN1CCN(c2ccc(Cl)cc2)CC1)c1ccc2c(c1)OCO2

Screen / compound no.	21	22	23	24	25
IEC-6 tox	-3	-2	6	0	4
HSF1 inh	-6	1	1	5	-1
HDAC3 inhib	3	-1	-1	-1	-3
KLF5 inhibitor	36	-24	7	-16	2
aSyn 5UTR inh	-45	-7	-6	-1	10
HSF-1 act	-9	5	4	10	-9
Platelet DG rel	56*	-2	12	5	4
HIF act	4.2	1.8	-0.6	1.4	0.7
AI-2 QS mod	14	28	22	0	14
HSP90 inh	54*	-2	-1	1	1

26) C/C(CC(=O)Nc1ccc2c(c1)OCO2)=N\NC(=O)C(c1ccccc1)c1ccccc1
27) O=C(CC(=O)Nc1nc(C23CC4CC(CC(C4)C2)C3)cs1)NCCO
28) O=C(N/N=C/c1ccc(N2CCOCC2)cc1)c1ccccc1OCCOc1ccccc1
29) C=CCn1c(CSCc2ccc(Cl)cc2)nnc1SCC(=O)NCc1ccccc1
30) O=C(CSc1nc2ccsc2c(=O)n1Cc1ccc(C(=O)O)cc1)NCC1CCCO1 (stereo unspecified)

Screen / compound no.	26	27	28	29	30
IEC-6 tox	5	-4	4	-1	9
HSF1 inh	8	-8	-1	-5	-2
HDAC3 inhib	-2	3	-27	9	4
KLF5 inhibitor	-6	1	-2	-11	-10
aSyn 5UTR inh	1	-3	-38	12	-11
HSF-1 act	-2	-2	0	10	-6
Platelet DG rel	-4	28	-1	-3	-6
HIF act	0.0	0.0	-0.2	-0.4	0.0
AI-2 QS mod	11	18	17	11	6
HSP90 inh	3	0	3	3	-3

31) O=C(Nc1nnc(-c2ccncc2)o1)c1ccc2ccccc2c1
32) Cc1ccnc(N2CCC(C(=O)Nc3ccc4c(c3)OCCO4)CC2)n1
33) COc1cccc(CNC(=O)c2cccc(NC3=NC4CS(=O)(=O)CC4S3)c2)c1 (stereo unspecified)
34) Cc1cnc(NC(=O)c2c(-c3ccccc3)noc2C)s1
35) COc1cc(C(=O)N2CCN(Cc3ccc4c(c3)OCO4)CC2)c([N+](=O)[O-])cc1OC

Screen / compound no.	31	32	33	34	35
IEC-6 tox	0	1	-3	-5	2
HSF1 inh	1	-25	-7	-3	-6
HDAC3 inhib	2	2	-2	-6	0
KLF5 inhibitor	-6	-20	-44	-13	-8
aSyn 5UTR inh	-17	-19	5	-2	-2
HSF-1 act	0	-33	-12	0	2
Platelet DG rel	-20	4	-5	-2	12
HIF act	-0.1	-0.2	0.0	-0.1	-1.0
AI-2 QS mod	20	-9	44	10	15
HSP90 inh	1	3	0	-6	-2

36) CCN1CCCC1CNC(=O)C(=O)Nc1ccc(OC)cc1 (stereo unspecified)
37) CC(C)(C)C1CCc2[nH]c3ccccc3c(=O)c2C1 (stereo unspecified)
38) CCCCCCOc1ccc(/C(N)=N/O)cc1
39) COc1ccc(S(=O)(=O)NCC2CCCN(C(=O)c3ccco3)C2)cc1 (stereo unspecified)
40) O=C(O)C1CCN(S(=O)(=O)c2ccc(N3CCOCC3)c([N+](=O)[O-])c2)CC1

Screen / compound no.	36	37	38	39	40
IEC-6 tox	1	5	0	2	-5
HSF1 inh	-3	0	23	-5	-8
HDAC3 inhib	1	-11	6	1	1
KLF5 inhibitor	-29	-32	-100	0	-16
aSyn 5UTR inh	22	-44	-173	0	-4
HSF-1 act	11	23	35	4	-4
Platelet DG rel	3	-3	-5	1	0
HIF act	0.0	-1.0	2.2	1.1	-0.2
AI-2 QS mod	16	8	-21	21	15
HSP90 inh	3	5	-13	-1	-1

41) COC(=O)c1ccc(NC(=S)NC(=O)c2c(Cl)cnn2C)cc1
42) COc1ccc(NC(=O)c2ccccc2OCc2c(C)noc2C)cc1OC
43) Fc1ccc(/C=N/NC2=Nc3cccc4cccc2c34)cc1
44) C/C(=N\OCC(=O)OCC(=O)NC(=O)c1ccc(OC(F)F)cc1)c1ccc2c(c1)OCO2
45) Cc1ccc(NC2CCCN(C(=O)c3ccc4nccnc4c3)C2)cc1C (stereo unspecified)
46) CCN(CC)S(=O)(=O)c1ccc(OC)c(NC(=O)C2CC(=O)N(c3ccc(C)cc3)C2)c1 (stereo unspecified)
47) Cc1cc(C)c(C)c(S(=O)(=O)N2CCN(CC(=O)c3c(N)n(Cc4ccccc4)c(=O)n(C)c3=O)CC2)c1C

Screen / compound no.	41	42	43	44	45	46	47
IEC-6 tox	4	1	7	nt	-6	3	0
HSF1 inh	-30	-5	21	-6	-5	3	10
HDAC3 inhib	4	2	2	-2	1	-2	1
KLF5 inhibitor	-40	-19	-35	nt	-46	-4	-38
aSyn 5UTR inh	6	8	-294	-15	10	-7	36
HSF-1 act	-22	-1	?	-11	-5	8	10
Platelet DG rel	8	10	8	-7	14	1	-15
HIF act	0.1	0.0	2.8	0.4	0.4	0.0	-1.6
AI-2 QS mod	5	3	0	-2	18	-4	-5
HSP90 inh	1	-3	-4	nt	-10	5	1
